Source: PubChem (National Center for Advancing Translational Sciences (NCATS))
D2 potentiator: positively modulates the human D2 dopamine receptor allosterically; actives 0.34% (n = 340,000); HEK293 T-REx D2, calcium flux, EC20 dopamine potentiation; potentiation, % at 10 µM;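 active = potentiation over 3 SD above the plate norm, cut at about 30% in these data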; also: 0% is about no effect
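Potentiation of an EC20 dopamine calcium response is measured in a force-coupled, tetracycline-inducible Hek293 Trex D2 line. Compound-only kinetic reads over 180 s flag agonists before dopamine addition.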
TRHR PAM: allosteric enhancers of human TRH receptor. actives 0.66% (n = 360,000). TRHR cells, fluo-8 calcium fluorescence, EC20 TRH enhancement. enhancement, % at 2 µM. AID 493056; in the data active = enhancement above about 30%; also: 0% is about no effect
Target sequence (P34981 whole entry, looked up): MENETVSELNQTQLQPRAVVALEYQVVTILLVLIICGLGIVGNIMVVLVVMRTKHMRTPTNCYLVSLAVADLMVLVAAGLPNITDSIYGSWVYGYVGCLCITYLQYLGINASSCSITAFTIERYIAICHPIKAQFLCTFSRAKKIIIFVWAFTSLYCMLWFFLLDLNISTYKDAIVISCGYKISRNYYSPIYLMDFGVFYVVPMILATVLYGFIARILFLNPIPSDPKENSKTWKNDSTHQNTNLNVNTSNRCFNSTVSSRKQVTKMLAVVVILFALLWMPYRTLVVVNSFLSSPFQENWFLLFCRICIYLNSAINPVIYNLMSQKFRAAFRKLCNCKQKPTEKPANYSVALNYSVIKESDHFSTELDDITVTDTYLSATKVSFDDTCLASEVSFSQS
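TRHR-expressing cells loaded with fluo-8 calcium dye were read kinetically (ex 480/em 530) during compound addition, then stimulated with an EC20 of TRH (10 nM final). Enhancement of the Gq-mediated intracellular calcium response was scored.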
D2 agonist: D2 dopamine receptor (human) agonism | P14416 | HEK293 T-REx D2 cells, calcium flux agonist mode | activation, % at 2 µM | actives 0.53% (n = 340,000) | AID 485358;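 active = activation over 3 SD above normal in the single-dose calcium agonist read, cut at about 30% in these data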; also: 0% is about no effect
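Tetracycline-induced HEK293 Trex cells with D2 receptor force-coupled to calcium signaling, plated overnight at 30 C and loaded with no-wash calcium dye. Calcium flux read kinetically for 180 s after compound addition; responses flag agonists.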
D2 antag: D2 dopamine receptor (human) antagonism. P14416. HEK293 TREx D2 cells, calcium flux, dopamine EC80. inhibition, % at 10 µM. actives 2% (n = 340,000). AID 485344; in the data active = inhibition above about 30%; also: 0% is about no effect
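In this primary screen, negative modulation is detected by tracking calcium flux after an EC80 dopamine challenge in inducible HEK293 T-REx D2 cells preexposed to test compound for 180 s.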
D1 antagonist: blocks dopamine activation of the human D1 receptor | HEK293 TREx D1 cells, calcium flux, dopamine EC80; stronger effect = lower value | actives 3.2% (n = 360,000) | activity change, negative = inhibition, % at 10 µM | AID 504652 | P21728; in the data active = activity change below about -30%; also: % is scaled to controls: 0 for no effect and ±100 for the full control effect
Target sequence (P21728 whole entry, looked up): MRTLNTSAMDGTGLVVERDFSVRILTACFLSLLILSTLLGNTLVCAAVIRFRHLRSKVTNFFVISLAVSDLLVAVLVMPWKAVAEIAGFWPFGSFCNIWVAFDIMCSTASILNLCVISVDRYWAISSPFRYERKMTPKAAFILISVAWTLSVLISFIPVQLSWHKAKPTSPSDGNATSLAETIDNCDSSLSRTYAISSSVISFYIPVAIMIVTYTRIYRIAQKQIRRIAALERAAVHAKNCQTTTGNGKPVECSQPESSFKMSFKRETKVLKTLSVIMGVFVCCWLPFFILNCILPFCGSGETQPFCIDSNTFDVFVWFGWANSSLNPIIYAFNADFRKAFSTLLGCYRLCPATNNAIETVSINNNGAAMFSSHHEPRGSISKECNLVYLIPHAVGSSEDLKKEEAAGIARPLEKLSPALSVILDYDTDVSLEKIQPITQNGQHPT
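After overnight tetracycline induction at 30 C, force-coupled D1 HEK293 cells took up a no-wash calcium dye at room temperature. Compounds were added and monitored 180 s, and the response to EC80 dopamine was then recorded.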
D1 agonist: agonists of human D1 dopamine receptor. P21728. activation, % at 2 µM. HEK293 T-REx D1 cells, calcium flux, agonist mode. actives 1% (n = 360,000); also: 0% is about no effect
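Tetracycline-induced HEK293 TREx D1 cells, force-coupled to calcium signalling, were dye-loaded with a no-wash calcium kit. Compound was pin-added after a 10 s baseline. Fluorescence was read kinetically at 1 cycle/s for 180 s, with calcium rises flagged as agonism.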
RXFP1 antag: RXFP1 (human) relaxin receptor antagonism. AID 1259400. Q9HBX9. actives 0.59% (n = 350,000). HEK293-RXFP1, relaxin-stimulated cAMP HTRF, 30 min; stronger effect = lower value. activity change, negative = inhibition, % at 57.5 µM;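 active = activity change of -60% or lower, but not beyond a set lower limit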; also: % is scaled to controls: 0 for no effect and ±100 for the full control effect
TRHR agonist: agonists of human TRH receptor; P34981; TRHR cells, calcium flux fluo-8, FDSS agonist mode; activation, % at 2 µM; actives 0.18% (n = 360,000); AID 493084; also: 0% is about no effect
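Read-out: compound-evoked intracellular calcium rise in TRHR cells, fluo-8 dye, kinetic FDSS fluorescence at 1 s/cycle following a 10-cycle baseline. Cells cultured overnight before dye loading (30 min–1.5 h, RT).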
D1 PAM: potentiators of human D1 dopamine receptor; P21728; actives 0.036% (n = 360,000); AID 504651; potentiation, % at 10 µM; HEK293 TREx D1 cells, calcium flux, dopamine EC20 potentiation; in the data active = potentiation above about 30%; also: 0% is about no effect
Active calls of the source: *; nt = no result given; & = joins results of further samples. Rule as the data show it, unless noted: active = activation above about 30%; inactive = the rest. Not a hit list (roughly 7.3% active in at least one column).

SMILES	D2 potentiator	TRHR PAM	D2 agonist	D2 antag	D1 antagonist	D1 agonist	RXFP1 antag	TRHR agonist	D1 PAM
Cc1ccc(NC(=O)C(C)c2ccc(-c3ccccc3)c(F)c2)cc1 (configuration not stated)	15	4	0.9	-38	-14	4	-26	0.8	-4
Cc1ccc(C)c(N2C(=O)N(Cc3cccc(C(F)(F)F)c3)c3ccccc3S2(=O)=O)c1	12	6	0.4	nt	6	4	nt	0.2	2
CCCCc1cc(=O)oc2c(CN3CCCC3)c(O)ccc12	nt	-5	nt	nt	-3	4	-7	-0.1	-14
CCOC(=O)CNc1nc2ccccc2n2c(C)nnc12	0&-7	0&18	1.4&-0.6	-3	-9&17	2&14	3&-2	0.2&0.7	-8&-4
COc1ccc(N(C(=O)CNC(=O)c2ccco2)C(C(=O)NCC2CCCO2)c2ccccc2)cc1 (configuration not stated)	-2	-6	-0.5	-2	-2	1	12	-0.2	-6
COc1ccccc1NC(=O)/C=C\C(=O)O	-3	2	-0.6	10	-11	2	-2	0.9	-2
COc1cccc(NC(=S)N2C3CCCC2CC(NC(=O)C2CC2)C3)c1 (configuration not stated)	nt	27	nt	nt	-14	2	5	-0.8	6
O=C(CCCN1C(=O)/C(=C\c2cccs2)SC1=S)Nc1cccnc1	9	-1	-0.2	-2	-3	8	nt	0.3	-4
O=C(O)c1ccc(NC(=O)c2ccccc2NC(=O)c2ccccc2Cl)cc1	1	-3	1.4	14	7	-2	-1	-0.3	-6
COc1cc(-c2ncc3ccccn23)cc(OC)c1OC	5	-1	0.7	-7	1	1	nt	-0.9	2
CC(=O)N(c1ccc(C(C)C)cc1)C1C=CS(=O)(=O)C1 (configuration not stated)	10	7	-0.9	-13	14	2	6	-1.1	0
CCC(Sc1nc2ncccc2[nH]1)C(=O)N1CCOCC1 (configuration not stated)	-7	-2	0.0	6	12	2	-2	-0.6	-4
O=C(NC1CC1)c1cccc(NC(=O)c2cc(S(=O)(=O)N3CCOCC3)ccc2Cl)c1	-5	0	0.3	8	-15	1	-3	-0.1	3
CC(C)n1c(SCC(=O)N2CCN(C)CC2)nc2c1c(=O)n(C)c(=O)n2C	-4	16	0.1	-26	-3	3	8	1.9	1
C=CCOc1ccc(/C=C\c2nc(O)c([N+](=O)[O-])c(=O)[nH]2)cc1OC	-2	-2	0.8	5	-26	1	5	-0.2	-8

The final two compounds of the part before lead into the next:
SMILES	D2 potentiator	TRHR PAM	D2 agonist	D2 antag	D1 antagonist	D1 agonist	RXFP1 antag	TRHR agonist	D1 PAM
CC(C)n1c(SCC(=O)N2CCN(C)CC2)nc2c1c(=O)n(C)c(=O)n2C	-4	16	0.1	-26	-3	3	8	1.9	1
C=CCOc1ccc(/C=C\c2nc(O)c([N+](=O)[O-])c(=O)[nH]2)cc1OC	-2	-2	0.8	5	-26	1	5	-0.2	-8
Cc1ccc(N=Cc2c(O)c3ccccc3n(C)c2=O)cc1	0	-15	0.5	12	5	-1	-4	-0.2	2
COCCN1Cc2cccc(C(=O)Nc3cc(C)cc(C)c3)c2C1=O	1	-4	-0.4	9	-12	0	-9	0.0	-8
O=C(O)c1ccc(S(=O)(=O)N2CCN(c3ccccn3)CC2)cc1	0	-4	-0.2	-7	6	2	3	-0.4	-4
CC(=O)Nc1ccc(S(=O)(=O)NCCC(=O)OCC(=O)N2CCN(C(=O)c3ccco3)CC2)cc1	-13	46*	nt	nt	8	1	-3	1.2	-11
Cc1cc(C)n(-c2cc(O)c(-n3nc(C)cc3C)cc2O)n1	2	8	0.0	-6	-15	2	26	0.3	-5
CCn1c(Cc2ccccc2)nnc1SCC(=O)N1CCCC1=O	7	1	0.5	-2	13	1	6	0.1	0
CC(=O)Nc1ccc(S(=O)(=O)NCCC(=O)Nc2ccc(C)c(Cl)c2)cc1	6	3	-0.2	7	-14	-1	nt	0.9	10
O=C(COc1ccc(Br)cc1)Nc1ccc2c(c1)C(=O)NC2=O	-15	-10	0.4	33*	-4	7	-36	0.3	-2
COc1ccc(C2/C=C\CN(Cc3ccco3)CC(=O)N2Cc2ccc(F)cc2)cc1 (configuration not stated)	-4	-1	0.2	3	3	3	nt	-0.4	-6
Cn1c(=O)c2c(nc(N/N=C3\CCCc4ccccc43)n2Cc2ccc(F)cc2)n(C)c1=O	-20	-2	1.0	-24	22	1	-8	0.2	-3
CSc1ccc(CN(C)C(=O)C23CC4CC(CC(Cl)(C4)C2)C3)cc1	4	-8	-0.2	17	-10	2	-27	-0.3	-7
Cc1nn(-c2ccc(Cl)nn2)c(=O)c2ccccc12	2	2	2.4	6	5	4	0	0.0	1
CC(=O)c1cccc(NC(=O)N2CCCC2C(=O)NCc2ccc(C)cc2)c1 (configuration not stated)	-4	-11	-0.4	-7	-17	0	4	-0.6	-1
C/C=C/C(=O)Nc1cccc(C(F)(F)F)c1	4	4	nt	nt	14	5	-10	0.2	-4
COc1ccc(OC)c(S(=O)(=O)N2CCC(n3c(C)nc4cccnc43)CC2)c1	-5	-4	nt	nt	-13	2	-1	-0.2	-1

Single values from the entries so far.
Value for CCCCc1cc(=O)oc2c(CN3CCCC3)c(O)ccc12 in TRHR PAM: -5
Value for CCOC(=O)CNc1nc2ccccc2n2c(C)nnc12 in TRHR PAM: 0&18
Value for CC(C)n1c(SCC(=O)N2CCN(C)CC2)nc2c1c(=O)n(C)c(=O)n2C in TRHR agonist: 1.9
Value for COc1ccc(N(C(=O)CNC(=O)c2ccco2)C(C(=O)NCC2CCCO2)c2ccccc2)cc1 (configuration not stated) in TRHR PAM: -6
Value for O=C(CCCN1C(=O)/C(=C\c2cccs2)SC1=S)Nc1cccnc1 in TRHR PAM: -1

Later entries:
SMILES	D2 potentiator	TRHR PAM	D2 agonist	D2 antag	D1 antagonist	D1 agonist	RXFP1 antag	TRHR agonist	D1 PAM
COc1ccccc1NC(=O)C1CCCN(c2nc(C)cc(C)n2)C1 (configuration not stated)	-2	5	0.2	19	3	1	-7	-0.7	-2
Cc1nc2ccc(C(=O)N3CCN(c4ccccc4)CC3)cc2s1	4	-5	0.5	-19	12	0	-5	-0.2	-5
Cc1nn(-c2ccccc2)c(C)c1NC(=O)COC(=O)c1cc([N+](=O)[O-])ccc1NCCO	19	2	-1.3	-13	2	1	5	-0.1	-2
O=C(Cc1ccc(F)cc1)Nc1cccc2cccnc12	0	6	-1.5	-10	-12	4	nt	0.0	0
Cc1nc2ncnn2c(C)c1CCC(=O)NCCCN1CCN(c2cccc(Cl)c2)CC1	-18	27	76*	72*	1	2	9	0.2	-8
CN(C)CCCN(Cc1ccccc1)C(=S)Nc1ccc(F)c(Cl)c1	-26	1	1.8	-4	-34*	35*	-4	1.4	-1
COc1ccc(/C=C/C(=O)c2ccc(OC)cc2OC)cc1	1	-4	-0.1	3	-14	-1	-33	0.0	0
O=C(CNC(=O)c1ccco1)N=Nc1c(O)[nH]c2ccc(Br)cc12	-2	17	0.6	-1	-10	1	1	-0.4	-8
CCN(CC)S(=O)(=O)c1ccc(NC(=O)c2c(C)oc3ncnc(N4CCCCC4)c23)cc1	-2	26	-2.2	nt	0	2	nt	-1.5	-5
O=C(Oc1c(-c2ccccc2)c(=O)n2c3c(cccc13)CC2)c1ccc(Cl)cc1	-1	2	-2.1	15	21	4	-13	1.4	2
O=C(OC(c1ccccc1)c1nccc2ccccc12)c1cc([N+](=O)[O-])cc([N+](=O)[O-])c1 (configuration not stated)	11	-2	-0.6	3	11	2	-12	0.3	-11
COc1ccc(N2CCN(C(c3ccccc3OC)c3nnnn3Cc3ccco3)CC2)cc1 (configuration not stated)	-6	-1	0.0	23	1	1	-5	-1.2	-6
CC(=O)Nc1ccc(S(=O)(=O)NCC2CCC(C(=O)NCc3ccccc3)CC2)cc1 (configuration not stated)	-6&1	-5&-1	0.0&-0.4	3	3&-9	2&1	-2&5	0.5&0.4	-7&1
O=C(NNc1ccccc1)/C(=C\c1cccnc1)NC(=O)c1ccccc1	-2	-1	0.6	-3	-20	3	2	-0.2	4
Cc1ccc(NC(=O)Cn2nc(C(=O)Nc3ccc(C)cc3)ccc2=O)cc1	10&3	0&-6	0.4&-0.5	-19	7&-8	2&2	-18&-24	1.2&0.0	-8&-2
CC(=O)c1ccc(N2CCN(C(=O)CN(C)S(=O)(=O)c3cnc[nH]3)CC2)cc1	nt	8	nt	nt	9	2	-4	0.1	1
Cc1ccc2c(CNC3CCCC3)c(C(=O)O)n(Cc3ccc(F)cc3)c2c1	-6	0	0.8	nt	5	2	nt	0.0	-1
Cc1ccc2c(CC(=O)O)coc2c1	-21	4	-2.0	12	9	-1	-11	0.3	6
Cc1nc2ccc(S(=O)(=O)NC(C(=O)N3CCn4c3nc3ccccc34)C(C)C)cc2s1 (configuration not stated)	-10	-12	17	9	-55*	1	nt	1.4	-6
COC(=O)c1ccc(NC(=O)C(=O)NCC(c2cccnc2)N2CCN(c3ccccc3)CC2)cc1 (configuration not stated)	-2	8	0.0	nt	-4	3	2	0.3	0
COc1ccc(NC(=O)CCn2nc(C)cc2C)cc1	-7	-2	-0.4	9	-1	3	-9	0.4	1
CN(Cc1ccc(F)cc1)Cc1nc(-c2ccccc2)no1	-1	-1	-0.1	-1	-10	4	-19	-0.5	-7
CCN(CC)c1ccc(C(=O)OCC(=O)Nc2ccc3[nH]c(=O)[nH]c3c2)cc1	nt	3	nt	nt	14	2	-7	0.1	-5
CCOc1ccccc1/C=N/NC(=O)c1c(C)nc2ccc(Br)cn12	-6	6	-1.0	-7	-19	4	-3	-0.8	-1
CCN1C(=O)/C(=C/c2ccc(C)s2)NC1=S	4	5	0.0	-16	-5	4	7	1.0	-4
O=C(CCc1nnc(C2CCCCC2)o1)NCc1cccc(-n2cccn2)c1	nt	-3	nt	nt	0	0	-12	-0.2	-1
O=C(CCn1c(=O)c2cccn2c2ccc(F)cc21)NCCc1ccccc1	6&-12	-4&11	-0.2&1.2	-11	-15&-17	0&3	23&-20	-0.4&0.0	-2&-5
C=CCn1c(SCc2csc(-c3ccc(Cl)cc3)n2)nnc1-c1ccccc1OC	-2	-7	1.2	2	-1	10	-2	0.7	3
O=C(C1CCC(Cn2c(=O)c3sccc3n(Cc3cccc(F)c3)c2=O)CC1)N1CCOCC1 (configuration not stated)	17	7	-1.3	nt	-5	4	-6	0.4	1
CNc1c(NC(=O)COc2ccc(Cl)cc2)c(=O)oc2ccccc12	22	-4	0.0	2	-2	4	4	-0.9	-6
COc1ccc(C(C)(C)C)cc1NC(=O)c1ccoc1C	6	-10	-1.1	5	4	4	-15	1.0	-5
CC(C)NC(=O)c1ccccc1NC(=O)/C=C/c1cccc([N+](=O)[O-])c1	-1	2	0.1	12	-6	-1	-5	0.5	-2
COC(=O)c1ccc(Oc2nc(Nc3ccc(F)cc3)nc(N3CCCC3)n2)cc1	-6	1	0.8	-14	-11	2	-9	1.0	-7
Cc1oc(C(=O)Nc2ccc(O)cc2)cc1COc1ccccc1	7	4	0.4	6	-32*	5	-5	-1.1	-5
CCCCc1ccc(NC(=S)N2CCN(c3ncccn3)CC2)cc1	17	4	0.2	-4	20	1	-26	-1.6	3
Fc1ccccc1-c1nc(-c2ccncc2)no1	3	0	-0.4	-21	0	1	nt	-0.2	0
CC(C)(C)c1n[nH]c(=S)n(/N=C/c2cccs2)c1=O	-5	0	0.0	0	1	7	-13	0.0	-7
